# Bioassay records: PubChem BioAssay, National Center for Advancing Translational Sciences (NCATS)
# FUS suppressor: rescues growth of FUS-expressing yeast; S. cerevisiae FUS-expressing, growth rescue, OD600, 24 h; Potency, µM (doses to about 76.6 µM), for inactives: at the highest dose growth rescue (activation), most hits filed as activators; 0.24% of 390,000 active; AID 1347120;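 note: potency is the fitted concentration of half-maximal effect; plate controls were DMSO vehicle for no effect and reference control for full effect; nearly all actives have a fitted effect of over 55% in size; some results filed as inactive show a strong effect at the top dose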
#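 Quantitative HTS measuring growth restoration of FUS-toxic yeast. Galactose-induced cells (OD 0.005) were exposed 24hr at 30C to compounds at several concentrations, then absorbance at 600 nm was recorded.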
# MmCpn inh: blocks the Methanococcus maripaludis chaperonin Mm-Cpn. purified Mm-Cpn ATPase, ADP Transcreener TR-FRET. Potency, µM (series often up to 76.9 µM), inactives show at the top dose activity, negative = inhibition, most hits filed as inhibitors. 0.031% of 330,000 active; note: potency is the fitted concentration of half-maximal effect; % is set by controls: 0 for no effect and ±100 for the full control effect; nearly all actives have a fitted effect of over 80% in size
#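 Compound-treated chaperonin, 25 nM final, turns over 10 uM ATP at 37°C for 30 min following a 10 min preincubation; ADP generated competes with ADP-d2 for Eu-cryptate antibody, lowering FRET.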
# Abeta rescue: compounds reversing amyloid beta toxicity in yeast | yeast expressing A-beta42, growth rescue, OD600, 48 h; response scale: 0% DMSO, 100% iron-clioquinol control | Potency, µM (titrated, usually from 46.1 µM), for the others: top-dose growth rescue, usual class: activators | 0.063% of 410,000 active | AID 1347071; note: potency is the fitted concentration of half-maximal effect; nearly all actives have a fitted effect of over 55% in size
#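 Yeast A-beta toxicity model in growth medium with pinned compounds, 48 h at 30 C; growth read as absorbance at 600 nm. Normalized to FeCl3/clioquinol equimolar mix (positive) and DMSO (negative).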
# pAkt inh: Akt phosphorylation inhibition. Neuro2A IGF-stimulated pAkt S473 HTRF, 20 min; active compounds read low. activity change, % for hits at 50 µM. 0.32% of 360,000 active. AID 651550; in the data active = activity change below about -80%; inconclusive = mostly about -51% to -80%; note: % is set by controls: 0 for no effect and ±100 for the full control effect
#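 Single-point screen (50 µM final compound) in Neuro2A cells stimulated 20 min with 6 nM IGF at 37 deg C. After lysis, Ser473-phosphorylated Akt read by HTRF (ex 330 nm, em 615/665 nm) as the 665/615 ratio.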
# aSyn rescue: alpha-synuclein toxicity inhibition in yeast. Yeast expressing alpha-synuclein, growth rescue, BacTiter-Glo, 24 h. Potency, µM (top dose mostly 46.1 µM), without a hit: at the highest dose growth rescue (activation), most hits filed as activators. 0.14% of 370,000 active. AID 652106; note: potency is the fitted concentration of half-maximal effect; % of control where 0% means no effect; nearly all actives have a fitted effect of over 65% in size
#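 Galactose-induced alpha-syn yeast (OD600=0.02, raffinose-pregrown) + pinned cpd, 24 hr, 30 deg C; growth by BacTiter-Glo luminescence. Growth restoration scores as activation.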
# PTHR1 agonist: PTHR1 (human) receptor agonism | Q03431 | HEK293 GP2 PTHR1 cells, GloSensor cAMP luminescence, 1 h | Potency, µM (doses to about 115 µM), for inactives: at the top dose activation, actives largely listed as activators | 0.075% of 410,000 active; note: potency is the fitted concentration of half-maximal effect; nearly all actives have a fitted effect of over 55% in size; some results filed as inactive show a strong effect at the top dose; inactives centre near -15; many of its hits are not listed in these tables
# Target sequence (Q03431 whole entry, looked up): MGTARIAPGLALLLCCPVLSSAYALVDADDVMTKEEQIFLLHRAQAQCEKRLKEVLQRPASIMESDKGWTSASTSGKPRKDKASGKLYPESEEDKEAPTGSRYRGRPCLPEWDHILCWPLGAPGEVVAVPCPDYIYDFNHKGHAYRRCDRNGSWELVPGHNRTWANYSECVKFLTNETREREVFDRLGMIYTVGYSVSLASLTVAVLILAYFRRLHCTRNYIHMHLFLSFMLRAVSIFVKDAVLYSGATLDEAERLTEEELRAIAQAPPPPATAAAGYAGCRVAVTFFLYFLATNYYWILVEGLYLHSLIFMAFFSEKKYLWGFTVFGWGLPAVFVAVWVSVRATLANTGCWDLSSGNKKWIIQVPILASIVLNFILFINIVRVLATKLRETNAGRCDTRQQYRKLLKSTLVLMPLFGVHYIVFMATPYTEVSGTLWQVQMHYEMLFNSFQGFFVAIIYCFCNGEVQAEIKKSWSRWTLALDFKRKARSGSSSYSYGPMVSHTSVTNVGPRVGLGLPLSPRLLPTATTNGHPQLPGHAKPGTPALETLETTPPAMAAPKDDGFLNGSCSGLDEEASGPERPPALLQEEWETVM
#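 HEK-293-derived GP2 cells expressing PTHR1 and a GloSensor cAMP reporter, 3,000/well, plated overnight, given luciferin plus IBMX (each 0.5 mM as added) for 1 h at 37 °C, then compound for 1 h at 37 °C. Luminescence was read after 15 min at room temperature.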
# TDP43 rescue: inhibitors of TDP-43 toxicity in yeast. TDP-43 expressing yeast growth rescue, BacTiter-Glo, 24 h. Potency, µM (titrated, usually from 46.1 µM), for the others: top-dose growth rescue (activation), actives largely listed as activators. 1.8% of 410,000 active. AID 652104; note: potency is the fitted concentration of half-maximal effect; % of control where 0% means no effect; nearly all actives have a fitted effect of over 50% in size
#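 Galactose-induced TDP-43 yeast, OD600=0.02, compound pinned; 24 hr, 30 deg C; BacTiter-Glo luminescence for growth. Inhibitors of TDP-43 toxicity read as activators.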
# GLP1R cytotox: cytotoxic in the GLP-1 receptor inverse agonist counter-screen; HEK293 cAMP-luciferase reporter cells, luminescence, 24 h; Potency, µM (titrated, usually from 38.3 µM), for the others: top-dose activity change, negative = inhibition, most hits filed as inhibitors; 0.13% of 410,000 active;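 note: loss of luciferase light is scored as toxicity; potency is the fitted concentration of half-maximal effect; % is set by controls: 0 for no effect and ±100 for the full control effect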
#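 Step one: seed cells (200 cells/uL, DMEM with 10% Nu serum, 1% pen-strep). Step two: 12-hour incubation at 37 deg C. Step three: pin 23 nL compound, incubate 24 hr. Step four: add luciferase reagent, read luminescence 12 min later.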
# GLP-1R inv ag: GLP-1 receptor (human) inverse agonism; Potency, µM (titrated, usually from 38.3 µM), without a hit: top-dose activity change, negative = inhibition, most hits filed as inhibitors; P43220; 1.6% of 410,000 active; HEK293 GLP-1R CRE-luciferase, luminescence, 24 h; GLP-1R form is constitutively active; note: potency is the fitted concentration of half-maximal effect; % is set by controls: 0 for no effect and ±100 for the full control effect; nearly all actives have a fitted effect of over 55% in size
# Target sequence (P43220 whole entry, looked up): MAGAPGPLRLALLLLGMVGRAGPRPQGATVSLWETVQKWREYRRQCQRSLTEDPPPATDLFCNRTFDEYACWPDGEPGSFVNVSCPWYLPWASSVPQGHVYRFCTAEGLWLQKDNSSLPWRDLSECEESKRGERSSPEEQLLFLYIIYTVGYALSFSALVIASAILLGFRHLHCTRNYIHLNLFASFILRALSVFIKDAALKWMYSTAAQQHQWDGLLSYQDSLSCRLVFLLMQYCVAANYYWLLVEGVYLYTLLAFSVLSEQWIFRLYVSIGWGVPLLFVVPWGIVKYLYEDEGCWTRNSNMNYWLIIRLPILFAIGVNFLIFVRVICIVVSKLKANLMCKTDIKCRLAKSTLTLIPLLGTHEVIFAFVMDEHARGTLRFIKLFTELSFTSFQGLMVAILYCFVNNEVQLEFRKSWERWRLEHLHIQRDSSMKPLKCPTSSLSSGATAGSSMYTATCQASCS
#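 Cells are plated, allowed 12 hours at 37 deg C, then treated with compounds for 24 hr before luciferase detection reagent is added and luminescence is read after 12 min at room temperature. The HEK293 line carries constitutively active GLP-1R with a cAMP-responsive reporter.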
# The depositor's hits bear a star; i = inactive; ? = inconclusive; · = not tested or not shown; & = joins results of further samples; [ ] = dose if it differs, or a comment. Unless noted, calls come from the whole dose curve; as a rule, active = well fitted curve in the direction sought with a large enough effect; inconclusive = small, poorly fitted or top-dose-only effect, or another doubt; inactive = no such curve, though single readings can be large; an effect the other way counts as inactive or inconclusive.
# Results follow in this order: FUS suppressor, MmCpn inh, Abeta rescue, pAkt inh, aSyn rescue, PTHR1 agonist, TDP43 rescue, GLP1R cytotox, GLP-1R inv ag
Cc1c(C(=O)N2CCN(c3ccc(F)cc3)CC2)sc2nc3n(c(=O)c12)CCC3
  -25%&-26%, -4%, -26%&-21%, i, 1%, -5%&-8%, ?, -7%&-1%, 10%&3%
CCc1ccc(CN(C)C(=O)CCc2nnc(-c3ccc(-c4ccccc4)cc3)o2)nc1
  32%, -1%, -12%, i, 1%, -41%[inhibitor], ?, 2%, ?
CCOc1ncccc1C(=O)Nc1ccc(C)cn1
  -8%, 1%, -17%, i, -12%, -11%, 26%, 5%, 152%[activator]
CCN(c1ccccc1)S(=O)(=O)c1cccc(C(=O)NCCOc2ccccc2OC)c1
  25%, 2%, 15%, i, -6%, -5%, 4%, 22%, ?
CCOC(=O)c1cnc(SC)nc1N
  -45%, 2%, -4%[9.22 µM], i, 1%, i, -10%, -4%, 34%[activator]
Fc1cccc(Cl)c1COc1ccc(-c2nnco2)cc1
  23%, 0%, -30%[inhibitor], i, -1%, -14%, 13%, -3%, ?
CCN1CCOC(=O)C1CC(=O)Nc1cc(Cl)ccc1C (stereo not given)
  21%, ·, -93%[inhibitor], ·, ·, i, ?, -4%, -2%
O=C(c1ccccc1)N1CCN2C(=O)c3ccccc3C12c1ccc(Cl)cc1 (stereo not given)
  24%, 1%, -4%, i, 8%, -49%[inhibitor][57.5 µM], ?, -23%, ?
COc1ccc(-c2cc(C)nc3c(-c4ccc(OC)c(OC)c4)c(C)nn23)cc1
  1%, ·, -13%, ·, ·, -29%, 3%, 3%, -35%
CCN(CC)C(=O)c1cccc(-c2csc(C(O)c3ccc(F)c(OC)c3)n2)c1 (stereo not given)
  25%, ·, 10%, i, -1%, -38%[inhibitor], 21%, -9%, ?
O=S(=O)(NC1CCSc2ccccc21)c1ccc(Cl)nc1 (stereo not given)
  -3%, -2%, -6%, i, 1%, -17%, 0%, 4%, -23%
CC(=O)Nc1cccc(NC(=O)c2cc(-c3ccccn3)nc3ccc(Cl)cc23)c1
  17%, 2%, -20%, i, 1%, i, 4%, -1%, 19%
C[C@@H]1CN([C@@H](C)CO)C(=O)c2cccc(NC(=O)Nc3ccc4c(c3)OCO4)c2O[C@H]1CN(C)S(=O)(=O)c1cn(C)cn1
  14%, 0%, 4%, i, -2%, i, -1%, -3%, 20%
CC1(C(=O)NS(=O)(=O)c2ccc(C#N)cc2)CCN1C(=O)CC1CC1 (stereo not given)
  -2%, ·, -22%, i, -4%, -39%[inhibitor], 8%, 3%, 11%
C=CCN1c2ccc(Br)cc2C(=O)CS1(=O)=O
  -9%, -1%, 3%, i, 4%, -5%, 20µM*, -2%, -28%
CC(C)=CCSc1nnc(CCNC(=O)OC(C)(C)C)o1
  36%, -1%, 9%, i, 6%, -12%[57.5 µM], -1%, -28%, 0%
O=C(CSc1ccc2nnc(-c3ccccc3)n2n1)NCC1CCCO1 (stereo not given)
  13%, -1%, 19%, ·, 4%, i, -11%, -4%, 8%
O=c1[nH]c2ccc(S(=O)(=O)N3CCN(Cc4ccccc4)CC3)cc2[nH]c1=O
  23%, 2%, 16%, i, -3%, -5%, -10%, -2%, 0%
CCOC(=O)C1(N(CC)CC)Sc2cc(C)ccc2NC1=O (stereo not given)
  -4%, 2%, 5%, i, -3%, i, -5%, ?, 6.3µM*
CCOC(=O)c1c(C)[nH]c(C)c1S(=O)(=O)N1CCCC(C(=O)N2CCN(c3ccc(Cl)cc3)CC2)C1 (stereo not given)
  ?, ·, -7%, ·, ·, i, 22%, -16%, ?

# At a glance, part of the list above.
# Results follow in this order: FUS suppressor, MmCpn inh, Abeta rescue, pAkt inh, aSyn rescue, PTHR1 agonist, TDP43 rescue, GLP1R cytotox, GLP-1R inv ag
CCOC(=O)C1(N(CC)CC)Sc2cc(C)ccc2NC1=O (stereo not given)
  -4%, 2%, 5%, i, -3%, i, -5%, ?, 6.3µM*
CCOC(=O)c1c(C)[nH]c(C)c1S(=O)(=O)N1CCCC(C(=O)N2CCN(c3ccc(Cl)cc3)CC2)C1 (stereo not given)
  ?, ·, -7%, ·, ·, i, 22%, -16%, ?

# Other records:
# Results follow in this order: FUS suppressor, MmCpn inh, Abeta rescue, pAkt inh, aSyn rescue, PTHR1 agonist, TDP43 rescue, GLP1R cytotox, GLP-1R inv ag
CC(C)c1ccc(/C=N/NC(=O)c2ccc(-n3cnnn3)cc2)cc1
  12%, 1%, 3%, i, 0%, -24%, -4%, -1%, ?
CCOC(=O)N1CCN(S(=O)(=O)c2ccc([N+](=O)[O-])cc2)CC1
  3%, -1%, -14%, i, -3%, i, -10%, 3%, 8%
O=C(COC(=O)c1ccc[nH]c1=O)NCCC1=CCCCC1
  8%, 0%, 5%, i, 3%, -8%, -10%, 6%, 5%
Cc1ccc(NS(=O)(=O)c2ccc3c(c2)NC(=O)C(C)C(=O)N3)cc1F (stereo not given)
  12%, ·, -14%, ·, ·, 3%, 0%, -4%, -25%
COc1ccc(F)cc1-c1cc(C(=O)NCc2cc(C(F)(F)F)cc(C(F)(F)F)c2)[nH]n1
  -17%, ·, -14%, i, 0%, -23%, 12%, -3%, ?
O=C(CSc1nccc(=O)[nH]1)N1N=C2/C(=C/c3ccco3)CCCC2C1c1ccco1 (stereo not given)
  10%, 0%, 3%, i, 0%, -17%, 12%, 14%, 18%
Cn1c(N2CCOCC2)c(C=O)c2ccccc21
  -22%, -1%, 3%, i, 7%, i, 19%, -20%, 4%
CCC(=O)NC(=S)Nc1ccc(NC(=O)COc2ccc(Cl)cc2Cl)cc1
  ·, -6%, 14%, i, -1%, i, 0%, ?, ?
C[C@H](NC(=O)[C@H](Cc1ccccc1)n1c(=O)[nH]c2ccccc2c1=O)C(=O)N1CCC(C(=O)O)CC1
  5%, -1%, -13%, i, -2%, i, 3%, 1%, -6%
CCC(=O)Nc1nc(CC(=O)Nc2ccccc2OC)cs1
  -23%, -2%, -7%[9.22 µM], i, 0%, i, -22%, 1%, 19%
COCCn1c(SCC(=O)N2CCCCC2)nc2ccccc2c1=O
  19%, 1%, -10%, i, -7%, i, -30%[inhibitor], 2%, 2%
CCOc1ccc(NC(=O)C2CCN(S(=O)(=O)c3ccc4c(c3)N(C(C)=O)CCO4)CC2)cc1
  30%, -1%, ·, i, 2%, -24%, 11%, 4%, 16%
CC(=O)N1CCc2cc(NC(=O)C3(C)CCN3Cc3ccccc3OC(F)F)ccc21 (stereo not given)
  8%, ·, -4%, i, -12%, -20%, 13%, -21%, ?
CC(C)OC(=O)C(C)Oc1ccc(C(=O)NCCc2ccccc2)cc1 (stereo not given)
  16%, -1%, 10%, i, 4%, i, 5%, -4%, ?
CC1(Cc2ccc(S(C)(=O)=O)cc2)C(=O)Nc2ccc(Cl)cc21 (stereo not given)
  11%, ·, -4%, i, 2%, -13%, 0%, 5%, -4%
CCC(C)c1ccc(NC(=O)CC(C)=O)cc1 (stereo not given)
  7%, 0%, 24%, i, -10%, i, ?, 0%, 0%
CCOc1ccc(NC(=O)CN(C)C(=O)C2CC2C)cc1OCC (stereo not given)
  -12%, 2%, 13%, i, -3%, -8%, 13%, 2%, 10%
O=C(Nc1cc(Cl)ccc1N1CCOCC1)C1CC1
  -2%, -1%, 10%, i, -7%, -10%, ?, 11%, 35%
CSc1ncccc1C(=O)NCC(c1cccs1)N1CCOCC1 (stereo not given)
  -5%, -1%, 5%, i, 0%, i, -7%, -6%, 12%
CCCC(=O)C1=C(O)C(c2cccc(Oc3ccccc3)c2)CCC1=O (stereo not given)
  -18%, -2%, -28%, i, 14%, -8%, 2%, 1%, -16%
CCc1cc(=O)oc2cc(C)cc(OCC(C)=O)c12
  10%, -4%, -3%, i, 2%, i, 13%, 4%, 10%
Cc1ccc(-c2noc(CSc3nnc(-c4ccc(Cl)cc4)n3C)n2)cc1
  -2%, ·, -17%, ·, ·, i, 9%, 4%, 13%
CCn1c(CNc2nc(-c3ccccc3)cs2)nnc1SCC(=O)NCc1ccccc1
  10%, -4%, -5%, i, -1%, -9%, -2%, -22%, 11µM*

# Only pAkt inh, MmCpn inh and GLP-1R inv ag (6 entries from above):
Molecule,pAkt inh,MmCpn inh,GLP-1R inv ag
Cc1ccc(NS(=O)(=O)c2ccc3c(c2)NC(=O)C(C)C(=O)N3)cc1F (stereo not given),·,·,-25%
COc1ccc(F)cc1-c1cc(C(=O)NCc2cc(C(F)(F)F)cc(C(F)(F)F)c2)[nH]n1,i,·,?
O=C(CSc1nccc(=O)[nH]1)N1N=C2/C(=C/c3ccco3)CCCC2C1c1ccco1 (stereo not given),i,0%,18%
Cn1c(N2CCOCC2)c(C=O)c2ccccc21,i,-1%,4%
CCC(=O)NC(=S)Nc1ccc(NC(=O)COc2ccc(Cl)cc2Cl)cc1,i,-6%,?
C[C@H](NC(=O)[C@H](Cc1ccccc1)n1c(=O)[nH]c2ccccc2c1=O)C(=O)N1CCC(C(=O)O)CC1,i,-1%,-6%

# A portion of the library; rates above refer to the full screens.
